Screens: PubChem, National Center for Advancing Translational Sciences (NCATS)
SMN2 splice up = SMN2 splice variant enhancement; HEK293 SMN2-luciferase splicing reporter, luminescence, 30-36 h; 2.8% of 210,000 active; Potency, µM (titrated, usually from 46.1 µM), without a hit: at the highest dose activity change, positive = activation, usual class: activators; note: % of control where 0% means no effect; nearly all actives have a fitted effect of over 55% in size
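HEK293 cells carry an SMN2 […]–luciferase reporter in which exon 7 inclusion puts luciferase in frame. Cells were plated 10-12 h before compound addition, then incubated 30-36 h at 37C. ONE-Glo luminescence was read; sodium butyrate at 4.5 mM final served as control.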
Tau fibril ThT = inhibitors of human tau fibril formation, thioflavin T binding | P10636 | 2.1% of 270,000 active | recombinant tau K18 P301L (four-repeat tau fragment), heparin-induced fibrillization, ThT fluorescence | AID 1460 | Potency, µM (titrated, usually from 57.4 µM), inactives show at the highest dose activity, negative = inhibition, most hits filed as inhibitors; note: % is set by controls: 0 for no effect and ±100 for the full control effect; nearly all actives have a fitted effect of over 55% in size
Target sequence (P10636 561-689 P618L limits assumed): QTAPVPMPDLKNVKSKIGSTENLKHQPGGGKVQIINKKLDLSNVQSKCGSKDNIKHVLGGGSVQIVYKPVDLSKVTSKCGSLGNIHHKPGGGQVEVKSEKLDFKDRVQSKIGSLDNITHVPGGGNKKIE
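Heparin-induced fibrillization of the P301L-mutant K18 repeat-domain fragment of human tau was followed by ThT binding in quantitative high-throughput format.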
* = called active by the depositor; ? = inconclusive; [ ] = remark or other dose. Calls come from the whole dose curve; as a rule, active = well fitted curve in the direction sought with a large enough effect; inconclusive = small, poorly fitted or top-dose-only effect, or another doubt; inactive = no such curve, though single readings can be large; an effect the other way counts as inactive or inconclusive. Potency is the fitted concentration of half-maximal effect.

Start of the listing, in advance:
Every second line gives: SMN2 splice up, Tau fibril ThT
1	COc1ccc(CCNC(=O)CCc2c(C)nc3c(c(C)nn3-c3ccccc3)c2C)c(OC)c1
    4%, -2%
2	Cc1cccc(NC(=O)CSc2nc3ccccc3nc2N2CCOCC2)c1C
    4%, 4%
3	CCc1ccc(C(=O)c2cn(CC(=O)Nc3ccc(F)cc3)c3ccc(OC)cc3c2=O)cc1
    -4%, ?
4	Cc1ccc(CNC(=O)CCc2nnc3n(C)c(=O)c4sccc4n23)cc1
    -1%, -3%

The list itself, from the first entry:
Every second line gives: SMN2 splice up, Tau fibril ThT
1	COc1ccc(CCNC(=O)CCc2c(C)nc3c(c(C)nn3-c3ccccc3)c2C)c(OC)c1
    4%, -2%
2	Cc1cccc(NC(=O)CSc2nc3ccccc3nc2N2CCOCC2)c1C
    4%, 4%
3	CCc1ccc(C(=O)c2cn(CC(=O)Nc3ccc(F)cc3)c3ccc(OC)cc3c2=O)cc1
    -4%, ?
4	Cc1ccc(CNC(=O)CCc2nnc3n(C)c(=O)c4sccc4n23)cc1
    -1%, -3%
5	Cc1ccc(NC(=O)CN(C)S(=O)(=O)c2ccc3nc(C)sc3c2)c(C)c1
    -2%, 1%
6	CCSc1oc(-c2cccs2)nc1S(=O)(=O)c1ccc(Br)cc1
    8%, ?
7	O=C(CSc1nnc(-c2ccc(Cl)cc2)o1)N1CCc2ccccc21
    5%, -12%
8	CCc1cccc(NC(=O)c2cc3c(=O)[nH]c4ccccc4c3n2C)c1
    6%, ?
9	COc1ccccc1CNC(=O)CCn1c(=O)c2ccccc2n(CC(=O)Nc2cc(Cl)ccc2C)c1=O
    19%, 11%
10	CC(=O)c1ccc(NC(=O)c2cc(-c3ccc4c(c3)OCO4)on2)cc1
    6%, ?
11	CC(C)Cn1c(=O)c2ccccc2n2c(CCC(=O)Nc3ccc(F)cc3)nnc12
    0%, -15%
12	CCc1ccc(N(CC)C(=O)Cn2cnc3sc(C)c(S(=O)(=O)N4CCN(c5ncccn5)CC4)c3c2=O)cc1
    6%, 4%
13	COc1ccc(C(=O)N2CCN(C(=O)COc3ccc(C)cc3)CC2)cc1OC
    -13%, -5%
14	Cc1ccc(O)c(NC(=O)CCSc2nc(-c3ccco3)cc(C(F)(F)F)n2)c1
    -8%, ?
15	COc1ccc(-c2nsc(NC(=O)C(C)Oc3ccc(Cl)c(C)c3)n2)cc1 (stereo not drawn)
    11%, 6%
16	Cc1ccc2occ(CC(=O)N(Cc3ccc(C(C)C)cc3)C3CCS(=O)(=O)C3)c2c1 (stereo not drawn)
    0%, -10%
17	COc1ccc(CNC(=O)CCCn2nc(C)n3c(cc4sccc43)c2=O)cc1
    5%, -13%
18	O=C(Nc1ccc2nc3n(c(=O)c2c1)CCCCC3)C(=O)Nc1ccccc1F
    4%, 13%
19	CCC(C)NC(=O)Cn1c(=O)n(Cc2ccc(C(=O)NCCCOC)cc2)c(=O)c2ccccc21 (stereo not drawn)
    1%, -1%
20	Cc1cccc(N2CCN(CCCNC(=O)c3nnc(Cc4c(F)cccc4Cl)o3)CC2C)c1 (stereo not drawn)
    -17%, -11%
21	Cc1nc2cc(-c3cccc(F)c3)nn2c(C)c1CCC(=O)NC1CCCCC1
    -12%, -5%
22	CCOc1ccc(S(=O)(=O)N(CC(=O)Nc2ccc(OC)c(Cl)c2)c2ccccc2)cc1
    4%, 8%
23	CCc1nnc(NC(=O)c2nc(S(=O)(=O)Cc3ccc(C)cc3)ncc2Cl)s1
    4%, ?
24	O=C(CCC1N=C2c3ccccc3N=C(SCc3ccc(F)cc3)N2C1=O)N1CCN(c2ccccc2)CC1 (stereo not drawn)
    12%, ?
25	CCn1cc(C(=O)NCCc2ccc(OC)c(OC)c2)c(=O)c2cc(S(=O)(=O)N3CCOCC3)ccc21
    -5%, -8%
26	O=C(NCc1ccccc1Cl)c1cc2ccccc2o1
    4%, -8%
27	COc1ccc(CNC(=O)c2cc(Nc3ccccc3C)nc3ccccc23)cc1
    -3%, 10%
28	COc1cc(C2CC(=O)N(Cc3ccc(F)cc3)c3ccccc3S2)cc(OC)c1OC (stereo not drawn)
    -32%[inhibitor], ?
29	COc1ccc(CCNC(=O)C2CCCN(c3nc4c(C)cc(C)cc4s3)C2)cc1OC (stereo not drawn)
    2.8µM*, ?
30	COCCCNC(=O)c1c(-c2ccccc2)c(-c2ccccc2)nn(C)c1=O
    -9%, 2%

Profiles, quoted from the list. Screens in order: SMN2 splice up, Tau fibril ThT
COc1ccc(CNC(=O)CCCn2nc(C)n3c(cc4sccc43)c2=O)cc1 across the screens: 5%, -13%
Cc1ccc2occ(CC(=O)N(Cc3ccc(C(C)C)cc3)C3CCS(=O)(=O)C3)c2c1 (stereo not drawn) across the screens: 0%, -10%
CCC(C)NC(=O)Cn1c(=O)n(Cc2ccc(C(=O)NCCCOC)cc2)c(=O)c2ccccc21 (stereo not drawn) across the screens: 1%, -1%
CCc1nnc(NC(=O)c2nc(S(=O)(=O)Cc3ccc(C)cc3)ncc2Cl)s1 across the screens: 4%, ?

The listing continues:
Every second line gives: SMN2 splice up, Tau fibril ThT
31	CCc1ccc(-n2nc(CO)c(C(=O)NCc3cccnc3)n2)cc1
    -45%[inhibitor], -10%
32	COc1ccccc1C(=O)n1nc(-c2ccccc2)nc1NCc1ccc(Cl)cc1
    -1%, 3%
33	COc1ccccc1C(=O)NC1=NC(c2ccc(Br)cc2)CC(=O)N1 (stereo not drawn)
    11µM*, ?
34	CCOC(=O)CC(NC(=O)Cn1nnc(-c2ccc(C(F)(F)F)cc2)n1)c1ccc(C)cc1 (stereo not drawn)
    -6%, -5%
35	Cc1ccc(C)c(Nc2nc(-c3ccccc3)c3cc(Br)ccc3n2)c1
    1%, ?
36	CC(C)c1ccc(Cc2cn3cc(-c4cc5ccccc5oc4=O)nc3s2)cc1
    -25%, -7%
37	COc1ccc(-c2noc(CSc3nnc(Cc4ccccc4)n3-c3ccccc3)n2)cc1OC
    4%, ?
38	COc1ccc(NC(=O)C2CCN(S(=O)(=O)c3c(C)noc3/C=C/c3cccs3)CC2)cc1Cl
    -4%, 5%
39	COc1ccc(CCNC(=O)Cn2ncc3c(C)n(Cc4ccccc4F)c(C)c3c2=O)cc1OC
    4%, 4%
40	Cc1ccc(C)c(CN2C(=O)C(O)(c3c[nH]c4ccccc34)c3ccccc32)c1 (stereo not drawn)
    5%, ?
41	Cc1ccc(Cl)cc1N1CCN(C(=O)Cn2ncc3c4ccccc4n(C)c3c2=O)CC1
    12%, ?
42	N#C/C(=C/c1ccc(Cl)cc1)c1nc(-c2ccc(Br)cc2)cs1
    -17%, ?
43	COCCN1Cc2cccc(C(=O)Nc3ccc(C)cc3C)c2C1=O
    -1%, -8%
44	CCC(O)c1nc2ccccc2n1Cc1cc(C)ccc1C (stereo not drawn)
    -3%, 2%
45	CCCOc1ccc(-c2nn(-c3ccccc3)cc2C2NC(=O)NC(C)=C2C(=O)OC)cc1 (stereo not drawn)
    -5%, ?
46	CCOC(=O)C1CCCN(c2nc3c(S(=O)(=O)c4ccc(C)c(C)c4)nnn3c3ccc(Cl)cc23)C1 (stereo not drawn)
    -4%, 2%
47	Cc1nn(CC(=O)N2CCN(c3ccccc3)CC2)c(=O)c2cc3cc(F)ccc3n12
    0%, 2%
48	Cc1cc(N2CCC(C)CC2)nc2ccc(NC(=O)Cc3c(F)cccc3Cl)cc12
    9%, ?
49	COc1cc(C2Oc3nc(SC)nnc3-c3ccccc3N2C(C)=O)cc(Cl)c1OC (stereo not drawn)
    5%, ?
50	COc1ccc(C2=NC3(CCCCC3)N(CC(=O)Nc3ccc(C(C)C)cc3)C2=O)cc1
    3%, -7%
51	CCOc1ccccc1CN(CCc1ccc2c(c1)OCO2)Cc1cc(OC)c(OC)cc1OC
    -28%, -6%
52	Cc1cc(C)c2c(=O)cc(C(=O)Nc3ccc(S(=O)(=O)N(C)Cc4ccccc4)cc3)oc2c1
    10%, 4%
53	Cn1cc(CN(C(=O)Nc2ccc(Cl)c(Cl)c2)C2CCCCC2)c2ccccc21
    -8%, 3%
54	CN(C(=O)Cn1c(=O)n(CCCS(=O)(=O)C2CCCCC2)c(=O)c2ccccc21)c1ccccc1
    8%, -6%
55	CCOc1ccc(NS(=O)(=O)c2ccc3[nH]cc(C(=O)N4CCCCCC4)c(=O)c3c2)cc1
    -9%, -4%
56	COc1cccc(-n2c(=O)c3sc4ccccc4c3n(CC(=O)Nc3ccccc3C)c2=O)c1
    2%, 11%
57	COc1ccc(NC(=O)C(c2ccccc2)N(C)C(=O)/C=C\c2ccc3c(c2)OCO3)cc1 (stereo not drawn)
    ?, -3%
58	O=C(CSc1c2c(nc3ccc(Cl)cc13)CCCC2)NCc1ccccc1Cl
    -1%, -11%
59	Cn1nnnc1SCCNCc1ccc(OCc2ccccc2)cc1
    -23%, ?
60	Cc1cc(N2CCN(c3ccc(F)cc3)CC2)n2nc(-c3ccc(Cl)cc3)nc2n1
    11%, -6%
61	O=c1c2sc3ccccc3c2n(Cc2ccc(F)cc2)c(=O)n1Cc1ccccc1
    -13%, 4%
62	COc1ccccc1N1CCN(Cc2nnc(-c3ccccc3C)o2)CC1
    -3%, -11%
63	COc1cc(-c2oc3ccc(C)cc3c(=O)c2O)cc(OC)c1OC
    -7%, ?
64	O=C(NCCc1ccccc1)c1nn(-c2ccccc2F)nc1CO
    -32%[inhibitor], 1%
65	COc1ccc(CC(=O)N2CC(=O)Nc3ccc(F)cc3C2c2ccccc2)cc1 (stereo not drawn)
    3%, -11%
66	Cc1ccc(Cl)cc1-n1c(=O)c2sc3ccccc3c2n(Cc2ccccc2)c1=O
    7%, 1%
67	CCc1ccccc1N(CC)C(=O)c1cc2c(s1)-c1ccccc1SC2
    -18%, -11%
68	COc1cccc(-c2n[nH]c3c2C(c2ccccn2)N(C)C3=O)c1 (stereo not drawn)
    8%, 0%
69	CCc1ccc(C2CC(=O)c3c([nH]c(C(=O)OC4CCCCCC4)c3C)C2)cc1 (stereo not drawn)
    -1%, 2%
70	O=c1c2sccc2n(Cc2cc(=O)n3ccccc3n2)c(=O)n1-c1cccc(C(F)(F)F)c1
    -1%, -8%
71	Cc1cccc(C)c1NC(=O)CCS(=O)(=O)c1cccc2nonc12
    -2%, 2%
72	CCc1cccc(CC)c1NC(=O)Cn1nnc2sc(-c3ccccc3)cc2c1=O
    0%, -3%
73	CCOc1ccc(CCNC(=O)CCc2c(C)nc3c(-c4ccccc4)c(C)nn3c2C)cc1OCC
    -5%, -1%
74	CC(C)(C)c1ccc(C(=O)NC2(C(F)(F)F)NC(=O)N(CCc3ccccc3)C2=O)cc1 (stereo not drawn)
    -5%, -8%
75	Cc1ccc(NC(=O)CCc2nc3cccnc3n2-c2ccccc2)cc1Cl
    -11%, -5%
76	COc1ccc(NC(=O)c2oc3ccccc3c2NC(=O)C23CC4CC(CC(C4)C2)C3)cc1
    -5%, ?
77	CC1(C)CC(=O)c2cc(-c3nc(-c4ccc(Cl)cc4)cs3)c(=O)[nH]c2C1
    5%, -9%
78	COc1cccc(-c2nc(CS(=O)(=O)CC(=O)NCCc3ccc(Cl)cc3)c(C)o2)c1
    -1%, 1%
79	Cn1c(=O)c2c(nc(NCc3ccccc3)n2Cc2ccccc2)n(C)c1=O
    -11%, -14%
80	CC(=O)c1c(C)oc2c(Cl)cc(NS(=O)(=O)c3cc(C)c(C)cc3C)cc12
    14%, 12%
81	COCCN1C(=O)c2oc3ccc(C)cc3c(=O)c2C12C(=O)N(C)c1ccccc12 (stereo not drawn)
    5%, 1%
82	CCOc1ccc(NC(=O)NCCN2CCN(c3ccccc3F)CC2)cc1
    -7%, ?
83	Cc1cc(NC(=O)COc2ccccc2)cc(-c2nc3ccccc3o2)c1O
    12%, 0%
84	CCC(=O)N1CCc2cc(Br)cc(S(=O)(=O)N3CCN(c4cccc(Cl)c4)CC3)c21
    -3%, 3%
85	Cc1c(CNC(C)CCc2ccccc2)c(C(=O)O)c(C)n1Cc1ccc(F)cc1 (stereo not drawn)
    1%, 6%
86	O=C(CC1C(=O)OCCN1Cc1ccccc1)Nc1ccc(F)cc1 (stereo not drawn)
    -14%, -4%
87	Cc1ccc(-n2c(SCC(=O)Nc3cccc(F)c3)nc3c(oc4ccccc43)c2=O)cc1C
    -7%, 5%
88	CC(=O)c1c(C)oc2ccc(NS(=O)(=O)c3ccc(C(C)C)cc3)cc12
    -43%[inhibitor], 2%
89	CCCC(=O)N1c2ccccc2-c2nnc(SC)nc2OC1c1sccc1C (stereo not drawn)
    3%, -17%
90	CCOC(=O)c1cnc2c(Cl)cc(Cl)cc2c1Nc1ccccc1OC
    -14%, -11%

Additional results follow.
Every second line gives: SMN2 splice up, Tau fibril ThT
91	Cc1ccc(CSc2cn(CCNC(=O)c3cccs3)c3ccccc23)cc1
    -42%[inhibitor], ?
92	COc1ccccc1CNC(=O)c1cn(C)c2ccc(S(=O)(=O)N3CCC(C)CC3)cc2c1=O
    2%, 1%
93	Cc1cccc(N2CCN(c3c(CN4CCCC4)c(=O)oc4ccccc34)CC2)c1C
    -9%, -16%
94	Cc1ccc2occ(CC(=O)Nc3ccc(S(=O)(=O)N4CCCC(C)C4)cc3)c2c1 (stereo not drawn)
    -3%, 2%
95	Cn1c(=O)c2c(nc(CN3CCN(c4ccccc4F)CC3)n2Cc2ccccc2F)n(C)c1=O
    5%, -4%
96	N#Cc1ccccc1S(=O)(=O)N1CCCC(c2nc3c(nnn3Cc3cccc(Cl)c3)c(=O)[nH]2)C1 (stereo not drawn)
    -8%, 7%
97	CCCS(=O)(=O)c1ncc(Cl)c(C(=O)Nc2c(C(=O)c3ccccc3)oc3ccccc23)n1
    1%, ?

Not all compounds are listed. The share of hits here may be higher or lower than overall.
